# Bioassay records: PubChem BioAssay, several laboratories
# DSG3 Ab inh: inhibitors of pemphigus antibody binding to human desmoglein-3; 310,000 compounds, 0.48% hits; AID 588358; DSG3-coupled beads, scFv-anti-DSG3-GFP binding, flow cytometry; stronger effect = lower value; P32926; binding (percent of control), % at 10 µM;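 active = binding more than 3 SD below its plate's average and above zero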; note: some compounds called inactive have numbers as strong as hits
# V-ATPase pHluor: yeast V-ATPase proton transport regulation by pHLuorin; AID 504577; S. cerevisiae, pHLuorin cytosolic pH fluorescence; 350,000 compounds, 0.37% hits; response, % at 10 µM; in the data active = response mostly above about 7.3%, no sharp cut-off; inactive = mostly below about 5.4%; note: actives read high; inactives centre near 0; some compounds called inactive have numbers as strong as hits; reference of the scale not given here
# Keap1 Nrf2 FP: Keap1-Nrf2 (human) interaction inhibition. Keap1 Kelch-Nrf2 peptide fluorescence polarization, 1536-well. inhibition, % at 9.4 µM. AID 504523. 340,000 compounds, 0.15% hits; in the data active = inhibition above about 12%;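 note: human Keap1 Kelch domain with fluorescein labeled Nrf2 9mer peptide probe; 0% = neutral control wells and 100% = peptide positive control; higher means more block of Keap1 binding to Nrf2 peptide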
# Target sequence (Q14145 whole entry, looked up, the tested form may be a part): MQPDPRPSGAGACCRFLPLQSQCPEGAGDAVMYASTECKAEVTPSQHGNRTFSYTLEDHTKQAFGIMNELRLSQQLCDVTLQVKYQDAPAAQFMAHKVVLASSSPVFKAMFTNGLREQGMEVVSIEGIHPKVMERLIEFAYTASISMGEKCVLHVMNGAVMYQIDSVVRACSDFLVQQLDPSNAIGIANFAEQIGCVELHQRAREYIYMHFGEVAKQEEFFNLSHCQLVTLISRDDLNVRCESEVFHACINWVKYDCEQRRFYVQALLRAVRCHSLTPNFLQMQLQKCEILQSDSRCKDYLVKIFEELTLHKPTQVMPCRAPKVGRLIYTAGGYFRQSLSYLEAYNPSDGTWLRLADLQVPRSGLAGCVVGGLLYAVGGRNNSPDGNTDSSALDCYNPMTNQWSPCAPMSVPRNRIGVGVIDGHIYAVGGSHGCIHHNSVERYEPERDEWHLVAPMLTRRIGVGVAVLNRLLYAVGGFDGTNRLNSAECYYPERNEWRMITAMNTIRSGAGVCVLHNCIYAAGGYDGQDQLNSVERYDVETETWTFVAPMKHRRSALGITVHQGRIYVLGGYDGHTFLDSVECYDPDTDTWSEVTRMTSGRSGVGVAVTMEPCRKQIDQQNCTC
# Wnt act: activates Wnt/beta-catenin signaling in a reporter cell assay | activator, plate reader | activation, % at 9.35 µM | 300,000 compounds, 1.2% hits; in the data active = activation above about 30%, passing the limit was not always enough;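 note: 0% = neutral control wells and 100% = positive control wells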
# OPRM1-OPRD1 inv: inverse agonist of human OPRM1-OPRD1 heterodimerization | P35372+P41143 | cell-based MOR-DOR heterodimer luminescence, inverse agonism | inhibition, % at 9.3 µM | 340,000 compounds, 0.21% hits | AID 504357; in the data active = inhibition above about 22%, passing the limit was not always enough;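 note: 0% = cells with DMSO and 100% = wells without cells with DMSO; values of inactives mirror those of a sister screen read the other way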
# RTF Ca sens inh: cardiac RTF calcium desensitization; IANBD-labeled cardiac RTF, Ca2+ fluorescence; inhibition, % at 7.15 µM; 340,000 compounds, 0.12% hits;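 active = inhibition above the mean inhibition of all tested compounds plus 3 SD, cut at about 17% in these data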;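 note: assay run at fixed EC70 calcium of 1.6 mM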
# Arr AP2 block: blocks beta-arrestin peptide binding to AP2 adaptin; 340,000 compounds, 0.31% hits; FITC-arrestin peptide / GST-AP2 beads, flow cytometry; AP2 beta2 appendage carries R879A mutation; inhibition, % at 10 µM; AID 504490;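 active = inhibition above a set limit, near 3 SD of compounds lacking own fluorescence, cut at about 54% in these data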;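 note: plate controls were DMSO wells for no effect and 5 µM unlabelled arrestin peptide for full effect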
#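 Assay system: GST-AP2 R879A bound to glutathione beads, E. coli-expressed; Medium: PBS with 0.05% Tween 20 and 0.1% BSA; Also added: fluorescein-tagged arrestin peptide at 50 nM final; Timing: 12 min plus 1 h, RT; Measured by: flow cytometry, FL1 (488/535 nm); Evaluation: percent drop in bead-associated FITC signal.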
# C-LANA FP: inhibitors of KSHV LANA C-terminal domain DNA binding. MBP-C-LANA/FAM-LBS DNA binding, fluorescence polarization. inhibition, % at 9 µM. 340,000 compounds, 0.078% hits. AID 504423;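 active = highest replicate inhibition at or above 60% at 9 µM, even if other replicates fall short; inactive = all replicates below 60% inhibition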;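 note: 0% = neutral control wells and 100% = 4 µM acridine orange control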
# OPRM1-OPRD1 ag: agonists of human mu-delta opioid receptor heterodimerization | cells, OPRM1-OPRD1 heterodimerization, luminescence | activation, % at 9.3 µM | 340,000 compounds, 0.3% hits; in the data active = activation above about 18%;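 note: 0% = vehicle-treated cells and 100% = reference agonist; values of inactives mirror those of a sister screen read the other way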
# RTF Ca sens act: increases calcium sensitivity of human cardiac regulated thin filaments; IANBD-labeled TnC RTF fluorescence at EC20 calcium; 0% EC20 calcium, 100% full calcium; activation, % at 7.2 µM; 340,000 compounds, 0.24% hits; AID 493008;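 active = activation above the mean over all tested compounds plus 3 SD, cut at about 30% in these data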;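 note: rise in fluorescence read as greater calcium sensitivity of cardiac thin filaments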
# Starred values were filed as active, the others as inactive; / = no result given.
SMILES,DSG3 Ab inh,V-ATPase pHluor,Keap1 Nrf2 FP,Wnt act,OPRM1-OPRD1 inv,RTF Ca sens inh,Arr AP2 block,C-LANA FP,OPRM1-OPRD1 ag,RTF Ca sens act
CCN1C(=O)[C@H]2[C@@H](c3ccc(C)cc3)N3C(=O)N(c4cccc(Cl)c4)C(=O)[C@@]3(CC)[C@H]2C1=O,106,1,-1,-2,0,6,3,-0.4,0.1,2
COc1cccc(/C(C#N)=C/c2c(-c3ccc(Cl)cc3)nc3c(C)cccn23)c1,97,-7,-5,/,12,-1,-1,-0.3,-2.4,-2
COc1ccc(N(CC(=O)N/N=C/c2cc(Br)c(C)o2)S(=O)(=O)c2ccc(NC(C)=O)cc2)cc1,97,11*,2,-2,-20,15,-2,-0.6,2.7,-3
COc1ccc(C2=CC(=O)C[C@H](c3ccc(Cl)cc3)C2)cn1,103,-1,-2,-2,-6,1,10,-0.1,1.1,7
O=C(CSc1nnc2ccc(-c3ccccn3)nn12)NCC1CCCO1 (centres undefined),100,-4,4,5,11,-4,-14,-0.3,-2.0,0
O=C(c1cccnc1)N1c2ccccc2Sc2ccccc21,105,0,-3,-2,/,/,-3,-0.8,/,/
O=C(Nc1ccccc1Cl)N1CCN(c2ccc3nnc(-c4ccccc4)n3n2)CC1,105,-4,-3,/,-2,-6,-2,-0.1,0.3,2
Cc1ccccc1/C=C/C12NC(=O)CN1c1ccccc1C2(C)C (centres undefined),95,1,-2,-3,0,1,-4,-0.2,0.1,-6
Cc1ccccc1NC(=O)CCC(=O)OCCCC(F)(F)C(F)(F)F,97,-3,6,0,13,-3,3,2.9,-2.4,7
CC1(C)CC(CCC(=O)Nc2ccccc2Cl)C(=O)O1 (centres undefined),98,0,-4,-2,7,-7,-9,-0.4,-1.3,1

# Structures listed so far marked active in V-ATPase pHluor:
compound,DSG3 Ab inh,V-ATPase pHluor,Keap1 Nrf2 FP,Wnt act,OPRM1-OPRD1 inv,Arr AP2 block,C-LANA FP,OPRM1-OPRD1 ag,RTF Ca sens act
COc1ccc(N(CC(=O)N/N=C/c2cc(Br)c(C)o2)S(=O)(=O)c2ccc(NC(C)=O)cc2)cc1,97,11*,2,-2,-20,-2,-0.6,2.7,-3

# Ordered by value in Keap1 Nrf2 FP (low to high): three from the list above.
SMILES,Keap1 Nrf2 FP
CC1(C)CC(CCC(=O)Nc2ccccc2Cl)C(=O)O1 (centres undefined),-4
Cc1ccccc1/C=C/C12NC(=O)CN1c1ccccc1C2(C)C (centres undefined),-2
O=C(CSc1nnc2ccc(-c3ccccn3)nn12)NCC1CCCO1 (centres undefined),4

# Next part
SMILES,DSG3 Ab inh,V-ATPase pHluor,Keap1 Nrf2 FP,Wnt act,OPRM1-OPRD1 inv,RTF Ca sens inh,Arr AP2 block,C-LANA FP,OPRM1-OPRD1 ag,RTF Ca sens act
CCOC(=O)N1CCN(C(=O)c2cnn3c(C(F)F)cc(-c4ccc(C)cc4)nc23)CC1,/,-4,0,-2,13,-2,-4,0.2,-3.1,-1
Cc1cc(C)c2c(N)c(S(=O)(=O)c3ccccc3)sc2n1,96,-3,1,-7,4,-5,1,1.2,-0.7,3
Cc1nc2ncccn2c1-c1csc(Nc2cccc(C(=O)O)c2)n1,104,1,-3,1,4,-10,16,2.1,-0.8,1
CCc1ccc(-c2nc(SCC(=O)N(CC)C3CCS(=O)(=O)C3)n[nH]2)cc1 (centres undefined),99,-1,-1,10,6,-9,-10,-0.6,-1.1,-3
CCOC(=O)C1CCN(C(=O)c2c(-c3ccccc3)noc2C)CC1,107,-1,1,-1,2,4,10,-0.1,-0.3,-1
Cc1ccc2nc(N3C(=O)C(O)=C(C(=O)c4ccc(C)o4)C3c3ccc(O)cc3)sc2c1 (centres undefined),117,-3,-9,2,3,-3,-2,1.8,-0.7,1
COc1ccc(NC(=O)CS(=O)(=O)c2cn(CC(=O)N3CCOCC3)c3ccccc23)cc1,102,2,1,-1,12,-19,16,2.9,-2.3,-2
COc1ccc(NC(=S)NCCCn2ccnc2)cc1,102,-1,-2,/,9,5,12,0.3,-1.6,3
CCSc1nc(C)c(CCOc2cccc(C)c2)c(=O)[nH]1,107,2,2,0,10,-6,8,1.3,-1.9,-6
CCNC(=S)N1CCN(CC(=O)Nc2ccc(OC)cc2)CC1,100,3,1,-1,-7,-8,17,-1.9,1.6,-3

# Sorted by formula weight (low to high): part of the list above
SMILES,DSG3 Ab inh,V-ATPase pHluor,Keap1 Nrf2 FP,Wnt act,OPRM1-OPRD1 inv,RTF Ca sens inh,Arr AP2 block,C-LANA FP,OPRM1-OPRD1 ag,RTF Ca sens act
CCNC(=S)N1CCN(CC(=O)Nc2ccc(OC)cc2)CC1,100,3,1,-1,-7,-8,17,-1.9,1.6,-3
Cc1ccc2nc(N3C(=O)C(O)=C(C(=O)c4ccc(C)o4)C3c3ccc(O)cc3)sc2c1 (centres undefined),117,-3,-9,2,3,-3,-2,1.8,-0.7,1
COc1ccc(NC(=O)CS(=O)(=O)c2cn(CC(=O)N3CCOCC3)c3ccccc23)cc1,102,2,1,-1,12,-19,16,2.9,-2.3,-2

# New compounds follow:
SMILES,DSG3 Ab inh,V-ATPase pHluor,Keap1 Nrf2 FP,Wnt act,OPRM1-OPRD1 inv,RTF Ca sens inh,Arr AP2 block,C-LANA FP,OPRM1-OPRD1 ag,RTF Ca sens act
O=C(Nc1ccc(Cl)cn1)c1cc2ccccc2o1,105,0,-1,/,2,1,27,0.7,-0.3,-4
COc1ccccc1C(=O)O/N=C(\N)c1ccc(Cl)cc1,105,2,1,-4,0,-4,30,2.3,-0.1,-4
C=CCn1c(SC)nnc1C1COc2ccccc2O1 (centres undefined),108,2,-5,0,8,-8,-5,-0.8,-1.8,13
Cc1cc(C)n(-c2nc3sc4c(c3c3nnc(SCC(N)=O)n23)CC(C)(C)OC4)n1,108,5,1,-1,-3,-8,7,-3.0,0.6,2
CCCN(CC1CC1)C(=S)NC(=O)C1CC1,105,0,-1,1,14,-5,35,-0.5,-3.0,0
O=C(NCC1(N2CCOCC2)CCCCC1)c1cccc(S(=O)(=O)N2CCc3ccccc3C2)c1,100,-1,-3,-2,-2,0,14,4.0,0.4,1
Cc1ccc(CCN2CCN=C2N(C)C)cc1,102,-3,-3,-4,16,6,5,1.4,-2.8,-8
